# Dynein cargo inh: blocks dynein driven cargo transport along microtubules | z-score, hits read low | 3617.4 mouse cells, GR-EGFP nuclear translocation imaging; test concentration mostly 20 µM; stimulated with dexamethasone, 1 µM; hits give low values | actives 0.47% (n = 220,000);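 active = plate z-score of nuclear minus cytoplasmic receptor signal below a set negative limit, without overly bright fluorescence or cell loss, cut at about -3.5 in these data, passing the limit was not always enough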;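 also: z-score of nuclear minus cytoplasmic ring GR-EGFP intensity difference per well; some compounds called inactive have numbers as strong as hits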
#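 Buffer or medium: Induction medium lacking tetracycline, stripped serum | Also added: Dexamethasone agonist, 1.0 µM final, for 30 min | Timing: 48 h induction, 1 h compound, 30 min dex at 37 °C | Detection: Formaldehyde fixation, Hoechst nuclear stain, 10x automated fluorescence imaging | Measure: Nuclear versus cytoplasmic GR-EGFP signal, averaged per well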
# WT yeast gro inh: growth inhibition of WT yeast, mitochondrial fusion screen; actives 2.1% (n = 190,000); inhibition, % at 10 µM; mitochondrial fusion phenotypic screen, WT strain; in the data active = inhibition above about 58%; tested in S. cerevisiae
# Lipid droplet: hepatic lipid droplet formation modulation | actives 0.4% (n = 240,000) | inhibition, % at 6.5 µM | AML12 mouse hepatocytes, oleate lipid droplets, BODIPY imaging | AID 1656;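 active = lipid droplet intensity inhibited by at least 50%, with more than 500 cells counted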
#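 Assay system: AML12 mouse liver cells | Compound dosing: One dose, 6.5 µM compound | Read-out basis: Droplet intensity reduction, % inhibition | Measured by: Fluorescence imaging, 20x objective, two fields per well | Schedule: Overnight treatment with compound plus oleate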
# Autophagy HCS: modulators of autophagy. MEF GFP-LC3 puncta imaging; test concentration mostly 10 µM. calls only at 10 µM (by protocol). actives 0.98% (n = 190,000). AID 463193;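 active = percentage of spot-positive cells more than 3 SD above its plate mean, without a fluorescence outlier flag or 80% toxicity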;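 also: spot-positive cell cutoff set from DMSO-treated cells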
# bCat nuc transl: alters nuclear translocation of beta-catenin in HeLa cells; actives 0.3% (n = 190,000); immunofluorescence imaging; nuclear translocation activity, % at 5 µM;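 active = nuclear translocation activity above 50% at 5 µM, with a well cell count of 50 or more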;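 also: per-cell ratio of nuclear to cytoplasmic median beta-catenin stain intensity; plate controls were DMSO negative control for no effect and GSK-3 inhibitor IX positive control for full effect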
#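 System: Human HeLa cells, endogenous beta-catenin | Compound dosing: 5 µM primary, 0.02–20 µM confirmation | Timing: 24 h compound exposure at 37°C, 5% CO2 | Measured by: Fluorescence imaging of beta-catenin antibody stain plus DAPI | Read-out basis: % activation of per-cell nuclear versus cytoplasmic median beta-catenin signal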
# MT stabilizer: microtubule stabilizers in HeLa cells; HeLa tubulin immunostaining HCS, 24 h; share of cells brighter than vehicle mean+2SD; % tubulin-high responders, % at 10 µM; actives 0.83% (n = 200,000); AID 2205;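 active = plate Z-score above 3 for both tubulin-high and condensed-nucleus cell shares, with cell loss under 80%, at 10 µM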;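 also: anti alpha tubulin signal scored within the nucleus-defined area of each cell; some results filed as inactive read as strong as hits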
# Insulin prom up: MIN6 insulin promoter up-regulation. MIN6 insulin promoter-GFP reporter, high-content imaging; hits give high values. z-score at 5 µM. actives 0.3% (n = 190,000);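 active = z-score above 3 at 5 µM with at least 500 cells counted in the well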
# Yfh1-off respiration: mitochondrial function rescue without frataxin homolog – Friedreich's ataxia, plus single-dose screen, dose response (AID 1465); S. cerevisiae Yfh1-off respiration, WST-1 reduction, 72 h; higher fold induction means a stronger effect; actives 0.074% (n = 220,000); fold induction at 50 µM, or EC50 in µM where a hit was titrated;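 active = fold induction of absorbance versus untreated yeast above a set limit, then at least 30% activation at any dose in follow-up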;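 also: activators that raise dye reduction in frataxin-depleted yeast; strong numbers were not always called active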
# HEK293 NOD2/NF-kB: inhibition of NOD2-driven NF-kB reporter – cell-based, luminescence, uHTS, HEK293 (AID 1566); HEK293 NOD2/NF-kB luciferase reporter, luminescence; higher % means a stronger effect; inhibition, % at 4 µM; hits with a dose series show EC50 in µM; actives 0.63% (n = 290,000); in the data active = inhibition above about 50%; also: many of its hits are not listed in these tables
# WT yeast gro inh mutant strain: recorded beside WT yeast gro inh, whose call it bears; inhibition, %; mitochondrial fusion phenotypic screen, mutant strain inhibition
# Dynein cargo inh cytoplasmic EGFP: recorded beside Dynein cargo inh, whose call it bears; z-score; measured here: cytoplasmic GR-EGFP intensity; hits give high values
# Dynein cargo inh nuclear GR-EGFP: further read-out of Dynein cargo inh, marked with its call; z-score; measured here: nuclear GR-EGFP intensity;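 lower value marks the stronger effect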
# Dynein cargo inh cell count: further read-out of Dynein cargo inh, marked with its call; z-score; measured here: cell count per field
# Insulin prom up cell count: recorded beside Insulin prom up, whose call it bears; cell count; measured here: cytotoxicity, nuclei count;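 total cells summed across four imaged fields per well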
# Lipid droplet cells 6.5 µM: recorded beside Lipid droplet, whose call it bears; cell count; measured here: cell count, cytotoxicity flag;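 cells counted across two imaged fields per well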
# bCat nuc transl cell count 5 µM: second read-out of bCat nuc transl, no call of its own (marks repeat the call); cell count; measured here: cell count, cytotoxicity flag
# MT stabilizer Hoechst-high %: second read-out of MT stabilizer, no call of its own (marks repeat the call); % Hoechst-high responders; measured here: nuclear condensation Hoechst responders;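 share of cells brighter than vehicle mean plus two SD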
# MT stabilizer cytotoxicity %: second read-out of MT stabilizer, no call of its own (marks repeat the call); toxicity, %; measured here: cytotoxicity by cell density;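 0% = mean cell density of plate MIN control wells and 100% = no cells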
# Autophagy HCS cell loss 18 h: further read-out of Autophagy HCS, marked with its call; toxicity, %; measured here: cell loss, nuclei count;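 cell loss after 18 h compound exposure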
# An asterisk follows results filed as active; i = inactive; . = no result given.
SMILES,Dynein cargo inh,Dynein cargo inh cytoplasmic EGFP,Dynein cargo inh nuclear GR-EGFP,Dynein cargo inh cell count,WT yeast gro inh,WT yeast gro inh mutant strain,Lipid droplet,Lipid droplet cells 6.5 µM,Autophagy HCS,Autophagy HCS cell loss 18 h,bCat nuc transl,bCat nuc transl cell count 5 µM,MT stabilizer,MT stabilizer Hoechst-high %,MT stabilizer cytotoxicity %,Insulin prom up,Insulin prom up cell count,Yfh1-off respiration,HEK293 NOD2/NF-kB
Cc1cccc(C(=O)n2c(=S)nc3cc(C)ccn32)c1,-0.199,-0.263,-0.414,0.766,.,.,-0.1,721,.,.,-1.1,1076,.,.,.,0.51,1448,i,3.6%
O=C1CC(Cc2ccc(Cl)cc2)C(=O)N1c1cc(Cl)ccn1 (stereo not drawn),-0.373,-0.195,-0.275,-1.24,.,.,2.9,654,.,.,-0.6,1340,.,.,.,-0.05,1178,i,4.3%
COc1ccc(-c2nc(S(=O)(=O)c3ccccc3)c(N3CCOCC3)o2)cc1,-0.101,-0.0842,-0.124,-0.604,-32.8,-7.2,-5.2,641,i,11.4,.,.,2.5,3.2,11.9,-0.07,1299,i,5.9%
COC(=O)c1ccccc1NC(=O)N1CCN(c2ccc(OC)cc2)CC1,-0.308,-0.142,-0.142,0.452,14.7,10.6,0.8,582,i,11.3,-0.7,1537,1.7,0.9,2.2,-0.08,1360,i,-9.4%
Cc1ccc(S(=O)(=O)N2CCC(=O)N(CCOC(=O)Nc3cc(C)cc(C)c3)CC2)cc1,-0.182,-0.248,0.271,0.382,5.5,-9.0,-5.5,720,i,-5.3,.,.,2.4,2.7,4.3,-0.68,1302,i,-9.6%
COc1ccc(C)cc1S(=O)(=O)n1nc(C)cc1C,0.124,-0.235,0.758,-0.156,-25.3,-17.6,1.8,674,i,16.8,-4.3,1108,1.2,1.6,6.4,0.67,1579,i,16.9%
O=[N+]([O-])c1cccc(-c2csc(N/N=C/c3cccc(O)c3)n2)c1,0.741,-0.182,0.237,-0.166,84.5*,63.8*,19.4,746,i,-2.8,-1.1,1040,2.5,3.3,6.4,-1.32,1228,i,9.7%
CC1CC(C)CN(C(=S)Nc2ccc3nc4n(c(=O)c3c2)CCCCC4)C1 (stereo not drawn),0.286,-0.235,-0.274,-0.111,-10.2,-24.2,-4.0,435,i,-9.0,.,.,3.5,2.8,7.0,-0.28,1215,i,10.8%
Cc1ccccc1/C=N/n1c(-c2cc(-c3ccccc3)n[nH]2)n[nH]c1=S,0.913,0.26,1.45,-2.09,.,.,-3.3,708,.,.,-0.5,1345,.,.,.,.,.,i,-7.0%
CCOC(=O)c1c(-c2ccc(F)cc2)csc1NC(=O)C1CCCO1 (stereo not drawn),0.0623,-0.155,-0.535,0.272,39.6,1.9,-24.7,718,i,14.0,-3.0,1084,1.3,1.6,8.7,-2.2,1447,i,21.1%
CCn1c(COc2ccc(C)cc2)nnc1SCC(=O)NCc1ccco1,1.66,-0.249,0.233,-0.471,-9.7,-7.7,-17.9,679,i,12.0,0.7,1414,3.9,1.8,10.9,-0.02,1425,i,16.6%
CC(C)(C)NC(=O)C(c1ccncc1)N(C(=O)c1csnn1)c1ccccc1 (stereo not drawn),.,.,.,.,5.2,17.7,-7.3,679,i,-1.2,-1.9,1050,2.8,1.4,2.7,0.54,1842,i,-5.5%
Fc1ccccc1Nc1nc(-c2ccncc2)nc2ccccc12,-0.146,-0.3,-0.221,0.171,-6.0,-22.3,9.4,644,i,-3.8,-1.7,1053,4.8,2.0,3.6,-0.32,1284,i,-13.4%
O=C(C(=O)N1CCN(C(=O)c2ccco2)CC1)c1c[nH]c2ccccc12,-0.338,-0.313,-0.429,0.624,-16.3,19.6,0.2,698,i,4.1,-1.7,1090,1.3,1.3,7.3,-0.61,1205,i,26.6%
COc1ccc(-c2cc(C(=O)N3CCCCC3)no2)cc1OC,-0.00911,-0.235,0.189,0.162,3.8,-1.7,.,.,i,-7.7,-3.2,937,2.6,2.3,7.2,0.01,1581,i,-86.3%
COc1ccc(CN=Cc2c(C(F)(F)F)[nH][nH]c2=O)cc1,1.22,0.0599,0.651,1.15,-6.0,-25.8,-54.1,788,i,-3.5,0.7,845,1.4,0.8,7.0,.,.,i,-9.5%
COCCCN1C(=O)c2ccc(C(=O)O)cc2C1=O,0.431,-0.0718,0.0779,1.06,-12.4,-10.3,10.6,772,i,16.7,.,.,2.5,2.4,7.1,.,.,i,14.6%
N#CC12COC3(CCCCC3C1(C#N)C#N)OC2=N (stereo not drawn),-5.04*,0.754*,-2.37*,-0.0954*,.,.,-13.0,767,.,.,1.2,1297,.,.,.,0.08,986,i,21.4%
O=C(OCc1cnc(Cl)s1)c1cccs1,-0.268,0.112,0.0211,0.16,-3.2,-3.0,3.0,679,i,-23.0,1.0,964,1.5,1.2,6.9,0.13,1663,i,-4.4%
COc1ccc(-c2nnc3n2N=C(c2cccc(Br)c2)CS3)cc1OC,-0.847,-0.221,-0.166,0.605,-21.9,-3.7,.,.,i,-11.8,0.4,925,4.0,3.5,11.7,0.13,1214,i,14.3%

# Part of the list above in order of count of non-hydrogen atoms, ascending.
SMILES,Dynein cargo inh,Dynein cargo inh cytoplasmic EGFP,Dynein cargo inh nuclear GR-EGFP,Dynein cargo inh cell count,WT yeast gro inh,WT yeast gro inh mutant strain,Lipid droplet,Lipid droplet cells 6.5 µM,Autophagy HCS,Autophagy HCS cell loss 18 h,bCat nuc transl,bCat nuc transl cell count 5 µM,MT stabilizer,MT stabilizer Hoechst-high %,MT stabilizer cytotoxicity %,Insulin prom up,Insulin prom up cell count,Yfh1-off respiration,HEK293 NOD2/NF-kB
COc1ccc(C)cc1S(=O)(=O)n1nc(C)cc1C,0.124,-0.235,0.758,-0.156,-25.3,-17.6,1.8,674,i,16.8,-4.3,1108,1.2,1.6,6.4,0.67,1579,i,16.9%
Cc1cccc(C(=O)n2c(=S)nc3cc(C)ccn32)c1,-0.199,-0.263,-0.414,0.766,.,.,-0.1,721,.,.,-1.1,1076,.,.,.,0.51,1448,i,3.6%
COc1ccc(-c2nnc3n2N=C(c2cccc(Br)c2)CS3)cc1OC,-0.847,-0.221,-0.166,0.605,-21.9,-3.7,.,.,i,-11.8,0.4,925,4.0,3.5,11.7,0.13,1214,i,14.3%
CC1CC(C)CN(C(=S)Nc2ccc3nc4n(c(=O)c3c2)CCCCC4)C1 (stereo not drawn),0.286,-0.235,-0.274,-0.111,-10.2,-24.2,-4.0,435,i,-9.0,.,.,3.5,2.8,7.0,-0.28,1215,i,10.8%
CC(C)(C)NC(=O)C(c1ccncc1)N(C(=O)c1csnn1)c1ccccc1 (stereo not drawn),.,.,.,.,5.2,17.7,-7.3,679,i,-1.2,-1.9,1050,2.8,1.4,2.7,0.54,1842,i,-5.5%

# (cont.)
SMILES,Dynein cargo inh,Dynein cargo inh cytoplasmic EGFP,Dynein cargo inh nuclear GR-EGFP,Dynein cargo inh cell count,WT yeast gro inh,WT yeast gro inh mutant strain,Lipid droplet,Lipid droplet cells 6.5 µM,Autophagy HCS,Autophagy HCS cell loss 18 h,bCat nuc transl,bCat nuc transl cell count 5 µM,MT stabilizer,MT stabilizer Hoechst-high %,MT stabilizer cytotoxicity %,Insulin prom up,Insulin prom up cell count,Yfh1-off respiration,HEK293 NOD2/NF-kB
O=C1c2ccsc2SCCN1Cc1ccccc1,-1.16,-0.302,-0.6,0.744,1.6,-7.5,-1.0,688,i,19.0,0.0,1119,2.5,2.0,7.2,-0.06,1347,i,-1.7%
COc1ccc(CN2CCCC(CNC(=O)c3ccc(F)cc3)C2)c(F)c1 (stereo not drawn),0.651,-0.221,0.179,-0.548,-0.4,-16.1,17.4,738,i,-6.5,1.1,1530,0.8,1.7,0.5,.,.,i,-11.9%
CSc1ncccc1C(=O)NC1CCCCCC1,-0.172,-0.242,0.235,-0.702,-9.9,17.0,-6.6,603,i,-7.9,3.2,1065,5.4,2.2,9.6,-0.97,1198,i,12.3%
Cc1cc(C)c(S(=O)(=O)N2CCN(C(=O)N(C)C)CC2)c(C)c1,0.732,-0.159,0.292,-0.49,-8.6,-12.9,-9.0,742,i,-9.9,0.0,1561,2.3,1.7,7.4,-0.02,1505,i,4.8%
O=C(COC(=O)CCSc1ccccc1Cl)Nc1ccc(F)cc1F,-1.18,-0.287,-0.924,0.98,-11.0,3.8,0.8,665,i,0.0,-2.1,1134,5.2,3.2,2.1,-0.53,1324,i,-6.1%
Cc1cc(C)cc(-c2nnc(SCC(=O)N3CCN(C(=O)c4ccco4)CC3)o2)c1,-0.818,-0.183,-0.236,0.458,22.5,17.9,.,.,i,7.1,-6.4,1019,1.3,1.6,8.4,-0.45,1388,i,-0.2%
COc1cccc(CNCc2cccnc2)c1OCc1ccccc1,2.27,-0.127,1.75,-1.26,-2.6,3.6,9.2,720,i,-9.8,1.7,905,2.7,2.4,10.2,-0.61,1567,i,8.4%
COC(=O)c1c(NC(=O)CCCC(=O)O)sc2c1CCC2,0.546,-0.22,0.873,0.341,-13.4,-9.0,15.3,739,i,-2.9,3.9,1253,3.0,1.6,2.2,0.47,929,i,12.8%
Cc1cc(-c2ccccc2)n(-c2ccc(C(=O)NC(C)C)cc2)n1,0.0202,0.0736,-0.555,0.527,2.7,-2.4,.,.,i,-30.4,.,.,1.5,2.1,7.5,.,.,i,14.5%
O=C1CC(c2nc3ccccc3[nH]2)CN1c1ccccc1 (stereo not drawn),0.292,0.174,0.246,0.737,-2.5,6.1,0.5,617,i,29.3,0.3,1030,5.8,2.4,4.7,0.12,1722,i,-3.9%

# Some of the compounds tested. The share of hits here may be higher or lower than overall.
